Screening data from PubChem.
TAG inh = inhibitors of triacylglycerol accumulation, primary screen, cell-based, uHTS, fluorescence, H9c2 | inhibition, % at 12.5 µM | 0.66% of 230,000 active | AID 651582, 2012 | H9c2 cells, Nile Red lipid (TAG) fluorescence; cells loaded with 200 µM oleic acid;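 active = pattern-corrected inhibition of lipid staining of at least 50% with the nuclear-stain viability signal not falling by more than 50%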;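 also: 0% = DMSO wells and 100% = triacsin C control wells; some results filed as inactive read as strong as hits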
TAG inh DAPI viability = further read-out of TAG inh, marked with its call; DAPI nuclei signal change (viability), lower = more cytotoxic, %;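 whole-well DAPI fluorescence read on a plate reader as a viability signal; minus 50 percent equals half of cells still viable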
Starred values were filed as active, the others as inactive; & = joins results of further samples. This is a subset, so the mix of outcomes need not match the whole.

Under each structure: TAG inh, TAG inh DAPI viability
1	c1ccc(-n2ccnc2)cc1
  1, -12
2	O=C1NC(=O)N(Cc2ccc(F)cc2)C(=O)/C1=C\C=C\c1ccco1
  10, -10
3	CN1C(=O)C(Cc2ccsc2)C(=O)N(C)C1=O
  -13, 12
4	CCc1ccc(CNCCc2ccccc2F)cc1
  -16, 12
5	Fc1ccc(C2N3CCCN23)cc1 (centres undefined)
  -35, 4
6	Nc1nonc1OCCCCOc1nonc1N
  13, 7
7	O=C(NCNC(=O)NC1C(=O)NC(=O)N1CO)NC1C(=O)NC(=O)N1CO (centres undefined)
  -3, 0
8	NCc1cc(=O)[nH]o1
  -4, 4
9	COC(=O)C1=C(C)OC(N)=C(C#N)C12C(=O)Nc1ccccc12 (centres undefined)
  -2, 1
10	CCCCn1c(O)c(C(CC)=NCCc2ccccc2)c(=O)[nH]c1=O
  -6, -3
11	COc1ccccc1N1CCN(Cc2cc(C)c(C)cc2O)CC1
  -11, 11
12	CC(CCc1ccccc1)NCCC#N (centres undefined)
  -4, 3
13	CN1CCN(Cc2ccc(N)cc2)CC1
  -14, 9
14	COc1cc(CN2CC=C(c3ccc(F)cc3)CC2)cc(OC)c1
  -16, 2
15	COc1cccc(N2C(=O)CC(=O)NC2=O)c1
  -4, 28
16	C=C(C)CC1(CC)C(=O)NC(=S)NC1=O
  -2, 6
17	O=C(COc1ccc2ccccc2c1)N1CCN(CC2CC3C=CC2C3)CC1 (centres undefined)
  1, -2
18	COc1cc([N+](=O)[O-])c2nc(C)ccc2c1[N+](=O)[O-]
  11, -5
19	CCCC(=O)NC(Oc1ccc(C(C)=O)cc1)C(Cl)(Cl)Cl (centres undefined)
  14, -12
20	CC(=O)NC(Cc1ccc(N(CCCl)CCCl)cc1)C(=O)NCC(=O)NCC(=O)O (centres undefined)
  -12, -8
21	Cn1c(=O)n(CC(=O)N2CCC3(CC2)OCCO3)c(=O)c2ccccc21
  2, -5
22	O=C1NC(=O)N(Cc2ccccc2)C(=O)/C1=C/C=C/c1ccco1
  16, -9
23	NCCc1ccc(OCc2ccccc2)c(OCc2ccccc2)c1
  110, -71
24	Cc1c(C)c2ccc(OCC(=O)N3CCN(Cc4ccccc4)CC3)cc2oc1=O
  11, 4
25	Oc1ccc(C2NCc3ccccc3-n3cccc32)cc1Cl (centres undefined)
  23&-12, -13&-3
26	CCC1(CC(C)c2ccccc2)C(=O)NC(=O)NC1=O (centres undefined)
  3, 3
27	N#Cc1c(/N=C/c2ccc(O)cc2O)sc2c1C1CCN2CC1
  0, 10
28	CC(C)(C)n1c(O)c(C=Nc2ccc3c(c2)CCC3)c(=O)[nH]c1=O
  -1, 2
29	COc1ccc(C2SCC(=O)Nc3c2c(=O)[nH]n3C2CCCCCC2)cc1 (centres undefined)
  -16, -2
30	COc1ccc(Cl)cc1C(=O)C1CCCN(Cc2cnc(C)s2)C1 (centres undefined)
  -6, 12
31	Cc1nc2c(-c3ccc(F)cc3)c(C)nn2c(C)c1CCC(=O)N1CCC2(CC1)OCCO2
  0, -7
32	CCOC(=O)c1c(C)n(Cc2ccco2)c2ccc(O)cc12
  -13, -4
33	Cc1c2cnn(CC(=O)N3CCC4(CC3)OCCO4)c(=O)c2c(C)n1Cc1ccccc1
  -3, 6
34	O=C(c1cccc2ccccc12)C1CCCN(Cc2ccon2)C1 (centres undefined)
  -12, 12
35	Cc1nc2ccccc2c(=O)n1-c1ccc(C(=O)O)cc1
  10, -10
36	Cc1ccccc1-n1c(-c2ccoc2)nc2ccccc2c1=O
  -26, 2
37	CN(Cc1ccccc1)C1CCCN(C(=O)COc2ccccc2Cl)C1 (centres undefined)
  5, -2
38	COC(=O)C1=C(c2ccc(F)cc2OCc2ccccc2)C[C@@H]2CC[C@H]1N2C(=O)NCc1ccc2c(c1)OCO2
  7, 5
39	CSc1ncc(Br)c(N2CC2)n1
  0, 8
40	COC(=O)C1=C(c2c(C)noc2C)C[C@@H]2CC[C@H]1N2C(=O)N1CCC(O)(c2ccc(Cl)cc2)CC1
  -1, -10
41	COC(=O)C1=C(c2cccc3c2S(=O)(=O)c2ccccc2-3)C[C@@H]2CC[C@H]1N2C(=O)N1CCc2cc(OC)c(OC)cc2C1
  15, -11
42	CCOC(=O)C1(CCc2ccccc2)CCN(Cc2ccc3c(c2)OCCO3)CC1
  0, 25
43	CCCC12CN3CN(C1)CC(CCC)(C3)C2O (centres undefined)
  -1, 5
44	CCCCc1ncc(CN2CCCC(C(=O)c3ccc(SC)cc3)C2)[nH]1 (centres undefined)
  -22, 16
45	COc1ccc2[nH]c(C)c(CCNCc3cccnc3)c2c1
  4, -2
46	COc1ccc(OC(=O)N(C)C[C@H]2OCc3cnnn3CCCC(=O)N([C@@H](C)CO)C[C@H]2C)cc1
  4, -5
47	COc1cc2cc(C(=O)N3CC(COS(C)(=O)=O)c4ccc(O)cc43)[nH]c2c(OC)c1OC (centres undefined)
  121, -86
48	CCc1ccccc1NC(=O)CNCc1ccccc1
  -2, -7
49	COC(=O)C1=C(c2ccc(OC(F)(F)F)cc2)C[C@@H]2CC[C@H]1N2C(=O)N1CCC(C)CC1
  -9, 2
50	Cc1ccc(CN2C(=O)NC(=O)C3(Cc4c(nc5ccccn5c4=O)N4CCCCCC43)C2=O)cc1 (centres undefined)
  -20, 11

The listing continues:
Under each structure: TAG inh, TAG inh DAPI viability
51	O=C(c1c[nH]c2ccc(S(=O)(=O)N3CCOCC3)cc2c1=O)N1CCC2(CC1)OCCO2
  -4, -2
52	O=c1c2ccccc2nc(CSc2ncnc3nc[nH]c23)n1-c1ccccc1Cl
  6, 10
53	CCCNC(=O)N1[C@H]2CC[C@@H]1C(C(=O)OC)=C(c1ccc(-c3ccccc3)c(F)c1)C2
  -59, 10
54	CCOc1ccc(N)cc1
  8, 0
55	COC(=O)C1=C(c2ccccc2)C[C@@H]2CC[C@H]1N2C(=O)N1CCCC1
  -14, -4
56	CC1c2ccccc2-n2nncc2CN1CC1CCCCC1 (centres undefined)
  12, 8
57	CC[N+](CC)(CC#CCO)CC#Cc1ccccc1
  -6, 5
58	CN(C)c1ccc(NC(=O)CN2C(=O)CN=C(c3ccccc3)c3cc(Cl)ccc32)cc1
  -7, -5
59	COC(=O)C1=C(c2cc3ccccc3s2)C[C@@H]2CC[C@H]1N2C(=O)NCc1cccc2ccccc12
  -8, -5
60	CC1=C(C(=O)OC(C)C)[C@]2(C(=O)N(CC(N)=O)c3ccccc32)C(C#N)=C(N)O1
  1, 6
61	O=c1[nH]c(=O)n(CCc2ccc(F)cc2)c(O)c1C=NCCCn1ccnc1
  -9, 1
62	CC(=O)c1ccc(OCC(=O)N2CCCC(N3CCN(c4ccccc4C)CC3)C2)cc1 (centres undefined)
  3, 4
63	CC(Cc1ccccc1)NCc1ccccc1O (centres undefined)
  -9, 7
64	CC1(C)CC2CCC(O)C2C(CCO)N1 (centres undefined)
  -38, 1
65	CCOP(=O)(OCC)C(NC(=O)c1ccc(OC)cc1)C(Cl)(Cl)Cl (centres undefined)
  -26, 7
66	Cc1cc(=O)oc2cc(OCC(=O)N3CCN(C(C)c4ccccc4)CC3)c(Cl)cc12 (centres undefined)
  17, 0
67	Cc1ccnc(-n2c(C)nc3ccccc3c2=O)c1
  4, -9
68	Cc1ccc2c(c1)C1CN(C)CCC1N2C(=S)Nc1cccnc1 (centres undefined)
  -9, -2
69	CCCCCCCCCCCCn1ccc(=N)cc1
  49, -49
70	Cc1ccccc1-c1ccc2n1Cc1cnnn1-c1ccccc1-2
  12, -7
71	N=c1ccccn1Cc1ccccc1
  -3, 6
72	Cc1ccc(-n2c(=S)[nH]c3ccccc3c2=O)cc1C
  -1, 4
73	CNCCc1c[nH]c2ccccc12
  8, 7
74	C=CCN(CC=C)C(=O)CCN1CC1C (centres undefined)
  -7, 0
75	CC(C)(C)NC(=O)CN1CCCN(C(=O)COc2ccc(Cl)c3ccccc23)CC1
  10, 4
76	Cc1ccc(C2SCC(=O)Nc3c2c(=O)[nH]n3C2CCOC(C)(C)C2)cc1 (centres undefined)
  -3, -13
77	CC(C)=CCC12CN3CCN(CC(C3)C1=O)C2
  -9, 12
78	COc1ccc(O)c(CN2CCCC(C(=O)c3ccccc3SC)C2)c1 (centres undefined)
  -17, 10
79	O=Cc1cn(Cc2c(F)cccc2Cl)c2ccccc12
  -20, -5
80	COc1ccc(/C=C2/C(=O)N(Cc3ccco3)C(=O)N(C(C)C)C2=O)cc1
  17, -3
81	COc1ccccc1N1CCN(Cc2ccc3c(c2)OCO3)CC1
  1, 1
82	O=Cc1cn(Cc2ccc(F)cc2)c2ccccc12
  -2, -5
83	CSc1ccc(CN2CCN(C(=O)Cc3ccccc3)CC2)cc1
  10, 1
84	CCCCCCCCCCCCCCCC[N+](C)(C)C
  -1, -16
85	O=C(O)CCn1cc(C=C2C(=O)NC(=S)NC2=O)c(-c2cccc(Br)c2)n1
  3, 2
86	C[C@H]1CN([C@@H](C)CO)C(=O)CCCn2nncc2CO[C@H]1CN(C)C(=O)Oc1ccccc1
  -4, 3
87	CCN(CC)c1ccc(/C=C2/C(=O)NC(=O)N(CC3CCCO3)C2=O)cc1 (centres undefined)
  8, 7
88	CC1c2ccccc2-n2nncc2CN1C (centres undefined)
  -32, 2
89	Cn1cc(C(O)CN2CCCCC2)c2ccccc21 (centres undefined)
  10, -6
90	CCCCn1c(O)c(C(C)=NCc2cccnc2)c(=O)[nH]c1=O
  2, -5

Reprinted from the results shown for reference:
Under each structure: TAG inh, TAG inh DAPI viability
71	N=c1ccccn1Cc1ccccc1
  -3, 6
72	Cc1ccc(-n2c(=S)[nH]c3ccccc3c2=O)cc1C
  -1, 4
73	CNCCc1c[nH]c2ccccc12
  8, 7
74	C=CCN(CC=C)C(=O)CCN1CC1C (centres undefined)
  -7, 0
75	CC(C)(C)NC(=O)CN1CCCN(C(=O)COc2ccc(Cl)c3ccccc23)CC1
  10, 4
76	Cc1ccc(C2SCC(=O)Nc3c2c(=O)[nH]n3C2CCOC(C)(C)C2)cc1 (centres undefined)
  -3, -13
77	CC(C)=CCC12CN3CCN(CC(C3)C1=O)C2
  -9, 12
78	COc1ccc(O)c(CN2CCCC(C(=O)c3ccccc3SC)C2)c1 (centres undefined)
  -17, 10
79	O=Cc1cn(Cc2c(F)cccc2Cl)c2ccccc12
  -20, -5
80	COc1ccc(/C=C2/C(=O)N(Cc3ccco3)C(=O)N(C(C)C)C2=O)cc1
  17, -3
81	COc1ccccc1N1CCN(Cc2ccc3c(c2)OCO3)CC1
  1, 1
82	O=Cc1cn(Cc2ccc(F)cc2)c2ccccc12
  -2, -5
83	CSc1ccc(CN2CCN(C(=O)Cc3ccccc3)CC2)cc1
  10, 1
84	CCCCCCCCCCCCCCCC[N+](C)(C)C
  -1, -16
85	O=C(O)CCn1cc(C=C2C(=O)NC(=S)NC2=O)c(-c2cccc(Br)c2)n1
  3, 2
86	C[C@H]1CN([C@@H](C)CO)C(=O)CCCn2nncc2CO[C@H]1CN(C)C(=O)Oc1ccccc1
  -4, 3
87	CCN(CC)c1ccc(/C=C2/C(=O)NC(=O)N(CC3CCCO3)C2=O)cc1 (centres undefined)
  8, 7
88	CC1c2ccccc2-n2nncc2CN1C (centres undefined)
  -32, 2
89	Cn1cc(C(O)CN2CCCCC2)c2ccccc21 (centres undefined)
  10, -6
90	CCCCn1c(O)c(C(C)=NCc2cccnc2)c(=O)[nH]c1=O
  2, -5

(next part)
Under each structure: TAG inh, TAG inh DAPI viability
91	COc1ccc(NC(=O)CN2CC=C(c3ccccc3)CC2)cc1S(=O)(=O)N1CCOCC1
  3, -4
92	Cc1ccc(NP(=O)(Nc2ccc(C)cc2)Oc2ccccc2)cc1
  -2, 3
93	O=c1cccc2n1CC1CC2CN(S(=O)(=O)c2ccc(F)cc2)C1 (centres undefined)
  -2, 2
94	O=C1NC2C(=CC(O)C(O)C2O)c2cc3c(c(O)c21)OCO3 (centres undefined)
  116, -83
95	CN1CCC(c2c[nH]c3ccc(O)cc23)CC1
  6, 10
96	CCCC(=O)Nc1ccc(N2CCN(CC)CC2)c(Cl)c1
  13, 7
97	CC1CN1P1(=O)OCC(C)([N+](=O)[O-])CO1 (centres undefined)
  9, 5
98	c1cc2c(cc1CCNC1C3CC4CC(C3)CC1C4)OCO2 (centres undefined)
  2, 20
99	O=C(C1CCN(c2nc3ccc(Br)cc3s2)CC1)N1CCC2(CC1)OCCO2
  -33, 1
100	CCOC(=O)C1(CCc2ccccc2)CCN(Cc2ccco2)CC1
  -16, 12
101	CC1(C)C2SCC(=O)N2CCN1CC(=O)NN (centres undefined)
  16, -4
102	COC(=O)C1=C(c2cccc(C#N)c2)C[C@@H]2CC[C@H]1N2C(=O)N1CCCC1
  -92, 8
103	CSc1ccc(CN2CCN(c3ccccc3C)CC2)cc1
  -8, 0
104	O=P(Nc1cccnc1)(Oc1ccccc1)Oc1ccccc1
  13, -9
105	CC(C)c1ccc(N2C(=O)NC(=O)/C(=C/C=C/c3ccco3)C2=O)cc1
  15, -7
106	c1ccc(CN2Cc3ccccc3-n3nncc3C2)cc1
  0, -4
107	COC(=O)C1=C(c2ccc(F)cc2F)C[C@@H]2CC[C@H]1N2C(=O)N1CCOCC1
  -4, -1
108	O=C1/C(=C\c2ccncc2)N2CCC1CC2
  17, -13
109	CC(NS(=O)(=O)OCC(Cl)(Cl)Cl)c1ccccc1 (centres undefined)
  -26, -4
110	CN(c1ccc(O)cc1)c1ccc([N+](=O)[O-])c2nonc12
  15, -16
111	COC(=O)C1=C(c2ccc(C(C)=O)cc2)C[C@@H]2CC[C@H]1N2C(=O)N1CCC(O)(c2ccc(Cl)cc2)CC1
  -35, -12
112	Cc1ccc2c(c1)C(c1ccccc1)=NCC(=O)N2
  -1, -2
113	COC(=O)C1=C(c2ccc(F)cc2F)C[C@@H]2CC[C@H]1N2C(=O)NCc1ccc(C(F)(F)F)cc1
  -10, -1
114	Cc1cccc(N2CCC3(CC2)C(=O)NC(=O)NC3=O)c1
  3, -3
115	COC(=O)C1=C(c2ccccc2)C[C@@H]2CC[C@H]1N2C(=O)NCC1CC1
  -6, 1
